CHOP UPR activ = activators of apoptotic CHOP UPR arm, primary screen, cell-based, CHO-CHOP luciferase reporter, luminescence, uHTS; UPR activation; percent of tunicamycin response over DMSO baseline; activation, % at 10 µM; 330,000 compounds, 0.34% hits; AID 449763, 2010;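 active means at 10 µM dose, activation of 40% or more, normalized to positive control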;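 further: 100% = tunicamycin at 10 µg/mL and 0% = DMSO alone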
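Evaluation: % reporter activation, DMSO baseline versus tunicamycin full activation; System: CHO-CHOP luciferase reporter cell line; Input: 500 cells/well; Incubation: 6 h compound treatment, 37 °C; Measured by: Steady-Glo luciferase luminescence; Dosing: one dose, 10 µM in 0.5% DMSO; Buffer or medium: F12 medium, 10% FBS; Benchmarks: positive tunicamycin 10 µg/mL, negative DMSO alone.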
XBP1 UPR activ = activators of adaptive XBP1 UPR arm, primary screen, cell-based, CHO-XBP1 luciferase reporter, luminescence, uHTS; IRE1-XBP1 UPR activation; percent of tunicamycin response, DMSO as zero; 330,000 compounds, 0.33% hits; AID 463104, 2010; activation, % at 20 µM;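 active means versus positive control, 20 µM dose yields 30% or more activation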;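 further: 100% = tunicamycin at 10 µg/mL and 0% = DMSO only wells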
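Material: CHO-XBP1 cells stably carrying IRE1-XBP1-driven luciferase reporter | Medium: F12 with 10% serum | Compound dosing: 20 µM single concentration, DMSO 1% | Incubation: Overnight seeding at 37 °C, 6 h compound treatment at 37 °C | Detection: Steady-Glo luminescence read | Read-out basis: % activation of reporter signal versus tunicamycin and DMSO controls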
APJ antag = antagonists of human apelin receptor APJ, primary screen, CHO-K1 cells, beta-arrestin complementation, luminescence | AID 2521, 2010 | inhibition, % at 20 µM | 330,000 compounds, 0.32% hits | P35414;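 active means inhibition above about 40% at 20 µM, limit read from the data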;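 further: cells challenged with 10 nM apelin-13 agonist together with compound; plate controls were apelin-13 plus DMSO wells for no effect and DMSO wells lacking apelin-13 for full effect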
Target sequence (P35414 whole entry, looked up): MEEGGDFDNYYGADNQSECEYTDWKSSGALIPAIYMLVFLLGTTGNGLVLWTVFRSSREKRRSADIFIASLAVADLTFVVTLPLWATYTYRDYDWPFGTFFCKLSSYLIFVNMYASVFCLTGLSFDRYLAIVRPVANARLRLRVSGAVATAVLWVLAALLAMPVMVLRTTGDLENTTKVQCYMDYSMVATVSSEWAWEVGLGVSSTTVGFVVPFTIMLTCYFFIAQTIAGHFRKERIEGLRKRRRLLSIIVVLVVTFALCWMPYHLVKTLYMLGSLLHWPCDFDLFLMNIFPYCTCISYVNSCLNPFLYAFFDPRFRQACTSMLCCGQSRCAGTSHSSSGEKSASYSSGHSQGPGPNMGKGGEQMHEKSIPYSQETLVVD
CXCR6 inh = CXCR6 receptor inhibitors, primary screen, cell-based, beta-arrestin, luminescence, CHO-K1 PathHunter, 1536-well. AID 602244, 2012. 360,000 compounds, 0.36% hits. inhibition, % at 20 µM. C-X-C chemokine receptor type 6 (Homo sapiens), O00574; in the data active means inhibition above about 34%, passing the limit was not always enough;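 further: antagonist mode with CXCL16 agonist at 10 nM final; 0% = 10 nM CXCL16 with DMSO and 100% = unstimulated wells without agonist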
Target sequence (O00574 whole entry, looked up): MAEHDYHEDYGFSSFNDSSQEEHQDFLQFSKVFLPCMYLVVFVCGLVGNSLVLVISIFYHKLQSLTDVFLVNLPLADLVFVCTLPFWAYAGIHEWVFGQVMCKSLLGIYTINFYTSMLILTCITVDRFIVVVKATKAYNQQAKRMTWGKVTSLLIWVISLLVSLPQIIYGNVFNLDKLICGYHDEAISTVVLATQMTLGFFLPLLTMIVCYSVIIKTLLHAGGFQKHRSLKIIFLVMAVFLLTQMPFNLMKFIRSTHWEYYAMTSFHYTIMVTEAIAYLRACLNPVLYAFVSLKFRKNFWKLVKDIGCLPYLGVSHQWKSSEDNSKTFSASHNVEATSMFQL
APJ ag = agonists of human apelin receptor APJ, primary screen, CHO-K1 cells, PathHunter beta-arrestin, luminescence | AID 2520, 2010 | activation, % at 20 µM | 0% DMSO wells, 100% apelin | P35414 | 330,000 compounds, 0.11% hits;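 active means activation more than six SD over the plate average, tested at 20 µM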;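 further: 0% = DMSO alone and 100% = apelin-13 at 10 nM; some results filed as inactive read as strong as hits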
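Test system: CHO-K1 APJ beta-arrestin complementation cell line | Compound: Single test compound dose, 20 µM final, 1% DMSO | Incubation: Compound 90 min 25 °C, reagent 1 h | Measured by: beta-gal luminescence | Read-out basis: APJ–arrestin association signal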
TIM10 inh = growth inhibitors of isogenic TIM10 control yeast, primary screen, counter-screen for tim10-1 yeast inhibitor project, luminescence, uHTS; S. cerevisiae TIM10 strain growth, BacTiter-Glo luminescence, 24 h; inhibition, % at 10 µM; 330,000 compounds, 1.4% hits; AID 463195, 2010;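 active means inhibition of 40% or more at the single tested concentration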;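 further: wild-type TIM10 isogenic control strain grown at permissive 25 °C; 0% = DMSO yeast wells and 100% = minimal medium wells without yeast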
Mdm2 MdmX PPI = inhibitors of human Mdm2-MdmX association, primary screen, cell-based, luminescence, split luciferase, SaOS-2, uHTS. Protein Mdm4 (Homo sapiens) + E3 ubiquitin-protein ligase Mdm2 (Homo sapiens), …. SaOS-2 split-luciferase Mdm2/MdmX complementation. inhibition, % at 8 µM. 330,000 compounds, 3% hits. AID 485346, 2010;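 active means inhibition of at least 50% at 8 µM in the primary screen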
tim10-1 inh = growth inhibitors of tim10-1 mutant yeast, primary screen, luminescence, uHTS; S. cerevisiae tim10-1 ts strain growth, BacTiter-Glo, 24 h; inhibition, % at 20 µM; 330,000 compounds, 2.2% hits; AID 463190, 2010;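 active means inhibition of at least 40%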;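 further: mutant grown at 25 °C; 0% = DMSO wells with yeast and 100% = wells holding no yeast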
tim23-1 inh = growth inhibitors of tim23-1 mutant yeast, primary screen, luminescence, uHTS; S. cerevisiae tim23-1 growth, BacTiter-Glo luminescence, 24 h; inhibition, % at 20 µM; 330,000 compounds, 1.3% hits;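 active means growth inhibition of the mutant yeast at or above 50%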;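 further: temperature-sensitive mutant grown at 25 °C; plate controls were DMSO-treated mutant yeast for no effect and medium wells lacking yeast for full effect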
An asterisk follows results filed as active; · = no result given. Not all compounds are listed. The share of hits here may be higher or lower than overall.

Results follow in this order: CHOP UPR activ	XBP1 UPR activ	APJ antag	CXCR6 inh	APJ ag	TIM10 inh	Mdm2 MdmX PPI	tim10-1 inh	tim23-1 inh
[1] CCN(CC)c1ccc(NC(=O)COC(=O)CSc2ccc(Br)cc2C)cc1
 : 1.1	-1.2	-1.9	-5.6	-1.7	8.7	-33.8	37.9	22.0
[2] COc1ccccc1C(=O)NC(CCSC)C(=O)NNC(=O)c1ccccc1C (stereo not given)
 : -0.5	-0.7	2.4	3.9	-4.8	1.7	11.4	-6.0	-13.9
[3] COc1ccc(Cl)cc1Nc1nc(-c2cccnc2)cs1
 : 0.1	-4.7	-2.6	-18.3	-3.4	16.2	3.6	-43.8	42.2
[4] CCOC(=O)c1ccc(NC(=O)NCc2ccccc2OC)cc1
 : 0.2	-3.9	-1.0	-0.6	-3.5	9.2	-3.2	0.0	23.9
[5] COc1ccccc1NC(=O)Cn1c(=O)n(CCc2c[nH]c3ccccc23)c(=O)c2cccnc21
 : 4.6	-0.6	9.3	-1.0	-1.2	-10.3	22.6	3.3	10.0
[6] C/C(=N/NC(=O)c1ccc(Cl)s1)c1cccnc1
 : 0.6	-2.5	15.6	-9.4	-1.0	-4.4	-0.1	21.1	14.1
[7] CNC(=O)c1c(NC(=O)C2=COCCO2)sc2c1CCN(C(=O)OC)C2
 : -0.3	2.1	18.0	-0.1	-0.9	3.3	17.6	11.6	21.2
[8] Cc1nc(N2CCOCC2)nc(N2CCN(c3ccccc3)CC2)c1[N+](=O)[O-]
 : -3.0	-2.9	17.5	11.6	-4.3	-10.1	22.8	-13.1	0.2
[9] Cc1ccc(-c2ccc3nnc(SCC(N)=O)n3n2)cc1
 : 0.5	5.3	-15.1	-4.9	-1.1	13.8	-11.4	21.1	18.3
[10] Cc1ccc(NC(=O)[C@@H]2CCCN2S(=O)(=O)c2ccccc2F)cc1
 : 2.5	-2.3	-11.6	0.2	-1.2	-3.3	-6.9	10.4	15.0
[11] O=C(Cc1ccc(F)cc1)Nc1ccc(F)c([N+](=O)[O-])c1
 : 0.0	-5.3	24.9	-3.7	-3.5	5.9	18.0	22.8	0.0
[12] COc1cc(-c2nnc(-c3cccs3)o2)cc(OC)c1OC
 : 4.7	7.0	-8.4	-8.7	-3.0	18.5	13.8	24.1	26.4
[13] CC(/C=C/c1ccc(OCc2ccccc2)cc1)=N\O
 : 15.4	12.0	-6.0	-2.1	-0.6	1.3	-107.9	4.2	15.9
[14] C=CCn1c(SCC(=O)Nc2ccc3c(c2)OCCO3)nnc1-c1ccco1
 : -2.5	-1.6	7.1	-4.4	-4.4	-5.6	5.6	15.6	20.1
[15] CCOC(=O)C1=C(C)NC(=O)NC1/C=C/c1ccccc1OC (stereo not given)
 : -0.7	-1.8	11.8	0.3	-1.8	-14.7	-13.9	14.6	-2.6
[16] COc1cccc(C(=O)NC23CC4CC(CC(C4)C2)C3)c1
 : 3.7	-4.5	19.6	-3.0	-5.2	8.3	-9.1	17.7	43.1
[17] CC(C)C[C@H]1CN=C(Nc2ccccc2)N1CCC(C)c1ccccc1 (stereo not given in full)
 : -0.7	3.1	15.7	10.0	0.0	-0.4	44.2	-4.5	2.4
[18] C/C(Cc1ccccc1)=N\NC(=O)C1CCCCC1
 : -1.8	0.7	-0.8	-6.7	-1.3	-0.3	-14.3	10.2	-9.3
[19] CC(c1ccccc1)C1CC(=O)N(CC(=O)O)C1=O (stereo not given)
 : 0.2	-2.6	-12.0	0.9	-2.3	-14.1	17.3	-2.4	-10.9
[20] CN(CCOc1cccc(C(F)(F)F)c1)Cc1ccccc1
 : 2.4	-1.3	13.2	-8.3	-2.1	2.7	-39.1	2.1	0.0
[21] COc1cc(C(=O)Nc2cc(C(F)(F)F)ccc2-n2cncn2)cc(OC)c1OC
 : 0.1	2.9	8.3	-4.7	-2.5	22.4	14.0	27.6	15.2
[22] COc1cc(CC(=O)N(C)CC(=O)Nc2cc(C)ccc2C)cc(OC)c1OC
 : -0.9	-0.7	-16.4	5.9	0.1	2.9	-16.5	-0.2	14.9
[23] c1ccc(CNc2ccc(N3CCOCC3)cc2)cc1
 : 6.0	1.8	-20.6	-26.5	0.9	5.3	-51.4	12.4	21.6
[24] CCOC(=O)CNC(=O)C(CC(N)=O)NC(=O)OC(C)(C)C (stereo not given)
 : 0.4	-1.8	-2.1	2.8	-3.3	-16.3	15.8	-7.4	-11.1
[25] CCC(Sc1ccc2nnc(CCNS(=O)(=O)c3ccc(OC)cc3)n2n1)C(=O)OC (stereo not given)
 : -0.4	2.4	-8.3	-3.7	-3.5	14.2	-13.1	13.2	13.1
[26] CCOC(=O)Cn1cc([N+](=O)[O-])c(OC)n1
 : 0.3	-0.5	12.5	-14.9	-2.4	1.6	32.2	-6.6	-2.6
[27] CC(C)Cc1nnc(NC(=O)CCC(=O)Nc2ccccc2)s1
 : 1.9	-0.6	10.5	-3.2	-3.8	0.3	-20.5	19.5	8.7
[28] COCCCn1c(-c2cccc(Cl)c2)nc2c1c(=O)[nH]c(=O)n2Cc1ccccc1
 : -1.4	-1.0	-18.7	7.9	-1.1	-45.1	22.3	-27.7	-19.7
[29] O=S(=O)(Nc1ccc(N2CCCCC2)cc1)c1ccccc1
 : 0.7	-1.5	2.5	-4.3	-1.5	3.3	-20.4	2.9	24.5
[30] N#Cc1cc2ccccc2nc1SCC(=O)NC1CC1
 : 0.7	-6.8	-8.4	-9.3	3.4	-1.9	11.7	1.5	-4.4
[31] O=C(CSc1nnc2c3ccccc3c3ccccc3c2n1)Nc1ccccc1F
 : 4.8	-1.4	-32.1	1.4	-2.0	2.8	75.7*	14.8	-4.6
[32] O=C(Cn1c(=O)cnc2ccccc21)Nc1ccccc1N1CCOCC1
 : -0.8	-2.3	-8.8	-1.9	-1.8	-2.2	15.8	6.8	-5.7
[33] Cc1cc(F)ccc1S(=O)(=O)Nc1ncnc2scc(-c3ccc(F)cc3)c12
 : 1.1	-3.4	-6.3	-4.2	-0.1	15.3	4.2	26.7	17.2
[34] O=C(OCC(=O)N(C1CCCCC1)C1CCCCC1)c1ccco1
 : -1.9	2.0	28.0	3.9	-4.8	17.7	-4.6	30.8	41.0
[35] CC(C)NC(=O)NC(=O)CSc1ccccc1F
 : 1.9	0.8	-6.5	-5.2	0.2	5.7	-17.5	8.4	14.9
[36] Cc1cc(C)cc(OCc2nc(-c3cccnc3)no2)c1
 : 2.1	0.3	15.4	-5.4	-2.9	-6.0	3.0	-11.3	-2.4
[37] CCc1ccc(CC2S/C(=C(\C#N)C(C)=O)NC2=O)cc1 (stereo not given)
 : 0.3	-1.3	-3.9	-29.0	0.5	1.2	61.1*	10.5	6.1
[38] CCOc1ccc(C(C(=O)NCC2CCCO2)N(Cc2ccccc2)C(=O)c2snc(C(N)=O)c2N)cc1 (stereo not given)
 : -0.1	-5.6	-9.4	-6.3	2.2	6.8	32.9	7.1	14.6
[39] C(=N\Nc1nc(Nc2ccccc2)nc(N2CCOCC2)n1)/c1c[nH]c2ccccc12
 : 29.9	14.4	-5.8	·	8.3	34.6	51.6*	-3.1	27.1
[40] O=C(N/N=C/c1ccc2c(c1)OCO2)c1ccc(COc2cccc3cccnc23)cc1
 : 5.6	4.0	-14.9	0.1	0.9	-1.6	-22.3	4.7	5.6
[41] COc1ccc(N2CCN(c3nc4ccc(C)cn4c(=O)c3C=O)CC2)cc1
 : -1.3	-3.5	2.2	1.3	-2.2	25.5	23.9	26.3	11.5
[42] Cc1nnc(SCc2ccc(F)cc2Cl)s1
 : 3.1	0.1	7.3	-5.6	-3.7	-4.5	-35.8	5.5	4.5
[43] O=C(CCCO)CCCCCCCCC[C@H]1N[C@H](CO)[C@@H](O)[C@@H]1O
 : 0.5	-3.8	19.4	9.5	3.9	-0.1	-14.4	9.1	15.1
[44] COC(=O)CS(=O)(=O)c1cc([N+](=O)[O-])ccc1NC(=O)OC
 : -0.4	3.0	-8.5	3.1	-4.1	-9.9	0.5	3.1	-4.2
[45] CN(c1ccc(F)cc1)S(=O)(=O)c1ccc(Cl)c(C(=O)NC2(C)CCS(=O)(=O)C2)c1 (stereo not given)
 : 2.2	-1.4	5.2	1.5	-3.5	6.7	9.3	3.3	12.6
[46] CCCCn1c(N)c(N(CCOC)C(=O)c2cccc(S(=O)(=O)N(C)c3ccccc3)c2)c(=O)[nH]c1=O
 : 6.8	1.8	-38.4	-9.7	5.2	6.3	17.4	-6.5	0.4
[47] CC(=O)Nc1ccc(NC(=O)CSc2nnc(C3CC3)n2-c2ccccc2)cc1
 : 0.5	-2.1	1.8	-3.3	-3.8	0.3	-4.3	5.1	0.3
[48] C=CCNc1cc(F)ccc1S(=O)(=O)NCC=C
 : 2.8	0.3	·	-4.8	·	4.7	16.0	16.1	32.0
[49] O=C(CCN1C(=O)C2C3C=CC(C3)C2C1=O)N1CCCCC1 (stereo not given)
 : -0.6	0.6	-6.1	-4.8	-4.0	-19.7	-1.5	1.6	11.4
[50] CC(=O)Oc1ccc(N2C(=O)CC(N3CCOCC3)C2=O)cc1 (stereo not given)
 : -3.1	-3.7	4.1	-10.0	0.5	6.4	5.0	-5.0	-12.8
[51] COc1cccc2sc(=NC(=O)CS(=O)(=O)c3ccc(F)cc3)n(C)c12
 : -0.9	-0.8	-25.2	-13.8	5.2	-7.4	10.5	26.3	11.8
[52] COc1nc(N2CCCCCC2)nc(N2CCCCCC2)n1
 : -2.0	3.0	13.4	-5.0	-1.7	12.7	-15.7	34.2	43.3
[53] CCOc1ccc(-c2n[nH]c(C)c2-c2ccccn2)c(O)c1
 : -1.3	-0.8	11.8	3.2	-3.5	4.2	-12.0	12.7	19.6
[54] O=C(CBr)Nc1c2c(nn1-c1ccccc1)CSC2
 : 0.0	-3.7	20.4	-0.1	-3.1	0.2	17.7	9.7	7.7
[55] Cc1ccc2c(CC(=O)N3CCN(c4ccccc4)CC3)coc2c1
 : 0.1	1.3	-10.6	1.0	-3.5	7.4	0.3	35.3	23.2
[56] O=S(=O)(c1ccccc1F)N1CCN(Cc2cc3c(cc2Br)OCCO3)CC1
 : -0.2	-1.2	8.7	-6.2	-3.1	19.5	14.1	33.6	37.8
[57] COc1cc2cc(C(=O)N3CCc4ccccc4C3)[nH]c2cc1OC
 : 1.7	-3.6	-5.1	2.2	-3.3	-25.4	7.6	-6.3	-9.2
